PLK1 PBD inh: qHTS for Inhibitors of PLK1-PDB (polo-like kinase 1 - polo-box domain): Primary Screen | Serine/threonine-protein kinase PLK1 (Homo sapiens), P53350 | Plk1 PBD binding of FITC phosphopeptide, fluorescence polarization | Potency, µM, without a hit: max response, negative = inhibition, usual class: inhibitors | 360,000 compounds, 2.8% hits | AID 720504, 2013; further: potency means the concentration at half of the fitted maximal effect; series mostly up to about 57 µM; on the % scale 0 is the no-effect control and ±100 the full control effect; nearly all actives have a fitted effect of over 65% in size
GLP1R inv ag: qHTS of GLP-1 Receptor Inverse Agonists (Inhibition Mode) | Glucagon-like peptide 1 receptor (Homo sapiens), P43220 | HEK293 GLP-1R CRE-luciferase, luminescence, 24 h; GLP-1R form is constitutively active | Potency, µM (titrated, usually from 38.3 µM), without a hit: at the top dose activity change, negative = inhibition, usual class: inhibitors | 410,000 compounds, 1.6% hits | AID 624417, 2012; further: potency means the concentration at half of the fitted maximal effect; on the % scale 0 is the no-effect control and ±100 the full control effect; nearly all actives have a fitted effect of over 55% in size
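GLP-1R inverse agonism mode: basal reporter luminescence in engineered HEK293 cells measured after one day of compound exposure at 37 deg C, with a 12 min room-temperature detection step.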
DRD3 agonist: qHTS of D3 Dopamine Receptor Agonist: qHTS | AID 652048, 2013 | D3R DiscoveRx beta-arrestin cells, luminescence, 90 min | 410,000 compounds, 0.58% hits | max activation, %; in the data active means max activation above about 30%; further: 0% is about no effect; mostly tested at two doses, the higher about 12 µM
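Agonist-mode cell screen: cells plated at 1500/well and incubated overnight at 37 °C, then exposed to library compounds for 90 min at 37 °C. Detection reagent was added for 30–60 min at room temperature, and luminescence was read.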
IL-2 act: qHTS of IL-2 Activators. IL-2 activation reporter assay, cell-based qHTS; stimulated with anti-CD3/CD4/CD28 beads; in transgenic mouse T cells. activation, % (series mostly up to about 46 µM). 360,000 compounds, 0.065% hits. AID 652025, 2013; in the data active means activation above about 50%; inconclusive means mostly about 30% to 49%; further: 0% is about no effect
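Unstimulated transgenic mouse T cells; 60-min compound exposure; bead-based TCR/CD4/CD28 stimulation; 18 h culture, 37 degrees C; dual fluorescence (EGFP, DsRed) plate cytometry.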
GLP1R cytotox: qHTS of GLP-1 Receptor Inverse Agonists: Cytotox Screen; HEK293 cAMP-luciferase reporter cells, luminescence, 24 h; Potency, µM (highest dose often 38.3 µM), without a hit: top-dose activity change, negative = inhibition, usual class: inhibitors; 410,000 compounds, 0.13% hits;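 further: loss of luciferase light is scored as toxicity; potency means the concentration at half of the fitted maximal effect; on the % scale 0 is the no-effect control and ±100 the full control effect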
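Quantitative HTS format, 1536 wells, 200 cells/uL seeded. Compounds: 23 nL, 24 h, 37 °C. Detection: luciferase reagent, luminescence at 12 min RT; decreased signal taken as cytotoxic.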
WRN inhibitor: qHTS for Inhibitors of WRN Helicase; WRN helicase unwinding, fluorescent forked duplex, kinetic; Potency, µM (series often up to 114 µM), inactives show at the top dose activity change, negative = inhibition, most hits filed as inhibitors; 360,000 compounds, 0.46% hits; AID 651768, 2012; further: potency means the concentration at half of the fitted maximal effect; on the % scale 0 is the no-effect control and ±100 the full control effect; nearly all actives have a fitted effect of over 55% in size
Target sequence (Q14191 whole entry, looked up): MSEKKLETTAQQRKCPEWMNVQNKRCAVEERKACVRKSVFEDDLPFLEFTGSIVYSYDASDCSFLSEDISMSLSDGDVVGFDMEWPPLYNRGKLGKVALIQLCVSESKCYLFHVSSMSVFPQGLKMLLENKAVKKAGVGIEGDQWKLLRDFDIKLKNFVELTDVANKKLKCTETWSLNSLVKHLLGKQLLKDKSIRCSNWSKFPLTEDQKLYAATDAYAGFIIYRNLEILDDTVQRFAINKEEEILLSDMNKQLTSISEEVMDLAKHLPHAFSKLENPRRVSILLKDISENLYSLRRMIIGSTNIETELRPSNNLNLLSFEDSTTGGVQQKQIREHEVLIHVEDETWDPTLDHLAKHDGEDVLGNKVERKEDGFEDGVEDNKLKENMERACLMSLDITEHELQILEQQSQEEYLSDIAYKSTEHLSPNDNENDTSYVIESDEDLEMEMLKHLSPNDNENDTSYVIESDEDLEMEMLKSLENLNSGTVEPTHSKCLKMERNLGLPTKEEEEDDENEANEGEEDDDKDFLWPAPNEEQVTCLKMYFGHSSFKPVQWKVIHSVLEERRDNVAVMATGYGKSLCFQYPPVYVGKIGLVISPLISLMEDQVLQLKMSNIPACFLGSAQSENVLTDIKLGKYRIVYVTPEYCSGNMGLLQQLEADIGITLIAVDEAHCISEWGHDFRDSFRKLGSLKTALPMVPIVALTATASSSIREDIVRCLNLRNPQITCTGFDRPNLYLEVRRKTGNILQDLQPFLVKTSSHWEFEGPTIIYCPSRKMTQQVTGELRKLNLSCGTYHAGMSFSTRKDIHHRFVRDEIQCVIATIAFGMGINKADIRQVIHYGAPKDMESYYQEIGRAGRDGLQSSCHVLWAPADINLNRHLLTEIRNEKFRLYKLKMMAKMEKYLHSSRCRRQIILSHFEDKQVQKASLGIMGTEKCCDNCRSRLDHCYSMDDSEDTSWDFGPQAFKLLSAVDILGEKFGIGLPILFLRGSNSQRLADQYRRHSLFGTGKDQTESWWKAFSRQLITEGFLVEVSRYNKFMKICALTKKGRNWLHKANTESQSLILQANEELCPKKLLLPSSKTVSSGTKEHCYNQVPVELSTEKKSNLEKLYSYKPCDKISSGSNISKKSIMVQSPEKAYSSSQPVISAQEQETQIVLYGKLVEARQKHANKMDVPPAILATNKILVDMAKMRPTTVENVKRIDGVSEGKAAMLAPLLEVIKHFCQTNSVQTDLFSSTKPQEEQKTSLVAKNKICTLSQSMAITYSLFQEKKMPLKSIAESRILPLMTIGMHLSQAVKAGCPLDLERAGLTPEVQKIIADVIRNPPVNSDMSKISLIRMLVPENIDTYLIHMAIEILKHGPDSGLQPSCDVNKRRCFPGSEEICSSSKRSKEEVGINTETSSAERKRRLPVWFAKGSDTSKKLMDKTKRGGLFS
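WRN at 20 nM final was preincubated with compound for 15 min at room temperature; reaction started with 100 nM forked duplex oligonucleotide carrying fluorophore and quencher plus 2 mM ATP (final). Unwinding followed kinetically by red fluorescence (ex 525/em 598 nm).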
GLP1R ag: qHTS of GLP-1 Receptor Agonists; AID 624172, 2012; 380,000 compounds, 0.007% hits; Glucagon-like peptide 1 receptor (Homo sapiens), P43220; Potency, µM (top dose mostly 45.6 µM), for the others: at the top dose activation, actives largely listed as activators; HEK293 GLP-1R CRE-luciferase, luminescence, 4-6 h; cells express a hypersensitive GLP-1R form; further: potency means the concentration at half of the fitted maximal effect; % of control where 0% means no effect
DRD3 antagonist: qHTS of D3 Dopamine Receptor Antagonist: qHTS; max response, negative = inhibition, %; AID 652054, 2013; D(3) dopamine receptor (Homo sapiens), P35462; D3R cells, DiscoveRx beta-arrestin luminescence, antagonist mode; active compounds read low; 360,000 compounds, 2.5% hits; in the data active means max response below about -50%; inconclusive means no clear call, values can overlap the other calls; further: on the % scale 0 is the no-effect control and ±100 the full control effect; mostly tested at two doses, the higher about 12 µM
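Cells expressing the human receptor were seeded at 1500 cells/well, incubated overnight at 37 degrees C in 5% CO2, then exposed to library compounds with dopamine controls for 90 minutes at 37 degrees C before luminescent detection.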
PI5P4K alpha inh: qHTS for Inhibitors of phosphatidylinositol 5-phosphate 4-kinase (PI5P4K) | PI5P4Kalpha enzyme, ADP-Glo luminescence, 60 min; active compounds read low | max response, % | 330,000 compounds, 1.2% hits | AID 652105, 2013; active means max response of -50% or lower; inconclusive means between -30% and -50%; inactive means -30% or higher; further: value at the top dose of about 77 µM; on the % scale 0 is the no-effect control and ±100 the full control effect
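Single end-point luminescence (ADP-Glo) quantified ADP from PI5P4Kalpha turnover; ATP 5 microM final, 1 h at RT, 0.1% CHAPS and 0.28 mM EGTA in HEPES pH 7.4.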
Numbers without * were called inactive; ? = inconclusive; / = no result given; & = joins results of further samples; [ ] = dose if it differs, or a comment. Unless noted, the call rests on the fitted dose curve; in most records, active means well fitted curve in the direction sought with a large enough effect; inconclusive means small, poorly fitted or top-dose-only effect, or another doubt; inactive means no such curve, though single readings can be large; an effect the other way counts as inactive or inconclusive.

entry	smiles	PLK1 PBD inh	GLP1R inv ag	DRD3 agonist	IL-2 act	GLP1R cytotox	WRN inhibitor	GLP1R ag	DRD3 antagonist	PI5P4K alpha inh
1	C#CCOCCOCCOCCNc1nc(N2CCN(C(=O)[C@H]([C@@H](C)CC)n3cc([C@@H](N)Cc4ccc(O)cc4)nn3)CC2)nc(N2CCN(C(=O)[C@H]([C@@H](C)CC)n3cc([C@@H](N)Cc4ccc(O)cc4)nn3)CC2)n1	-15%	10%	-16	-1.9	?	-9%	0%	0	10
2	O=C(Nc1nc2ccccc2n1CCN1CCOCC1)c1ccc(COc2ccccc2Br)o1	-1%	?	4	-3.4	3.5µM*	0%	13%	8	-9
3	Cc1ccc(CSc2nnc(-c3cccs3)n2C)cc1	-4%	-8%	-2	0.1	2%	-2%	4%	9	/
4	O=C1CC(c2ccc(F)cc2)Cc2nc(N3CCN(c4ccccc4)CC3)ncc21 (stereo not given)	-5%	0%	10	1.7	17%	0%	-3%	-24	0
5	CC1(C)CCc2c([nH]c3ccccc3c2=O)O1	-19%	1%	-4	0.1	1%	10%	9%	0	2
6	COc1cc(OC)cc(C(=O)NC2CCCCCCC2)c1	2%	?	7	0.8	1%	3%	6%	3	-1
7	Cc1ccnc(NC(=O)CCCOc2cc(=O)n(C)c3ccccc23)c1	-11%&-8%	?	-6&-1	-0.8&-4.2	?	-7%&-16%	-1%&-21%	-23&5	-7&3
8	COc1ccc(CNC(=O)CSc2ncc(S(=O)(=O)c3ccc(C)c(Cl)c3)c(=O)[nH]2)cc1	/	5%	2	/	4%	/	-9%	/	/
9	CC(C)Cc1ccc(S(=O)(=O)Nc2cccnc2)cc1	-4%	-1%	7	-0.3	20%	0%	9%	8	11
10	COc1ccc(C(=O)Nc2nnc(C3=COCCO3)o2)cc1OC	-1%	20%	2	-0.2	4%	-15%	0%	13	0
11	COc1cc(Cl)c(C)cc1NC(=O)COC(=O)c1cc[n+]([O-])cc1	0%	12%	4	-1.6	-2%	-13%	-1%	13	-3
12	CCOc1ccccc1C1CC(c2cccc(NS(C)(=O)=O)c2)=NN1C(=O)c1ccccc1 (stereo not given)	-13%	?	-7	-4.0	15%	6%	-3%	5	1
13	CCCN(CC(=O)Nc1ccccc1OC)C(=O)c1ccc(S(=O)(=O)NCc2ccco2)cc1	-13%	13%	0	1.2	-13%	-1%	7%	-6	3
14	COc1ccccc1C(=O)N1CCN(C(=O)c2oc3c(C)c(C)ccc3c2C)CC1	3%	17%	4	-2.6	-7%	3%	19%	24	5
15	CC(C)(C)c1ccc(C(=O)N2CCCN(C(=O)c3ccc(C(C)(C)C)cc3)CC2)cc1	-14%	9%	5	-3.0	0%	-5%	-6%	10	2
16	Cc1ccc(CSc2nnc(-c3ccco3)n2N)cc1	-11%	0%	-7	1.2	4%	12%	-5%	-6	-16
17	C[C@@H](OC(=O)c1[nH]cnc1C(=O)N1CCc2ccccc2C1)c1ccccc1	-6%	-6%	5	-2.0	-2%	-3%	-5%	42	2
18	COc1ccc(-n2nc(C(=O)NCC(=O)Nc3cccc(Cl)c3)c3ccccc3c2=O)cc1OC	-6%	?	1	0.3	7%	-3%	1%	4	2
19	CCn1c2ccccc2c2cc(NC(=O)COC(=O)c3cccc(S(=O)(=O)NC)c3)ccc21	0%	3%	17	0.6	-16%	-22%	15%	-23	-2
20	CCOC(=O)N1CCN(C(=O)c2c(O)c3cccc4c3n(c2=O)CC4)CC1	0%	-1%	4	-0.4	0%	4%	-1%	3	-6
21	CNC(=O)c1ccc(Nc2nnc(C)c3ccccc23)cc1	-9%	31%[activator]	-6	0.1	17%	-25%	1%	-4	10
22	CC(=O)C1=NN(c2ccccc2)C2(S1)S/C(=C\c1ccccc1)C(=O)N2c1ccccc1 (stereo not given)	1%	?	2	-0.6	2%	-1%	-19%	17	-4
23	O=S(CCc1ccncc1)Cc1ccccc1 (stereo not given)	-10%	7%	0	-2.3	-4%	-1%	-13%	10	0
24	CC(C)CC(=O)N[C@H](C(=O)N[C@H](C(=O)N[C@@H](CC(C)C)[C@@H](O)CC(=O)N[C@@H](C)C(=O)N[C@@H](CC(C)C)[C@@H](O)CC(=O)O)C(C)C)C(C)C	2%	0%	-47&7	0.7	3%	-10%	5%	4	-1

Part of the list above, with two lines to a compound.
Order of results – PLK1 PBD inh | GLP1R inv ag | DRD3 agonist | IL-2 act | GLP1R cytotox | WRN inhibitor | GLP1R ag | DRD3 antagonist | PI5P4K alpha inh
16) Cc1ccc(CSc2nnc(-c3ccco3)n2N)cc1
→ -11% | 0% | -7 | 1.2 | 4% | 12% | -5% | -6 | -16
17) C[C@@H](OC(=O)c1[nH]cnc1C(=O)N1CCc2ccccc2C1)c1ccccc1
→ -6% | -6% | 5 | -2.0 | -2% | -3% | -5% | 42 | 2
18) COc1ccc(-n2nc(C(=O)NCC(=O)Nc3cccc(Cl)c3)c3ccccc3c2=O)cc1OC
→ -6% | ? | 1 | 0.3 | 7% | -3% | 1% | 4 | 2
19) CCn1c2ccccc2c2cc(NC(=O)COC(=O)c3cccc(S(=O)(=O)NC)c3)ccc21
→ 0% | 3% | 17 | 0.6 | -16% | -22% | 15% | -23 | -2

(further entries)
entry	smiles	PLK1 PBD inh	GLP1R inv ag	DRD3 agonist	IL-2 act	GLP1R cytotox	WRN inhibitor	GLP1R ag	DRD3 antagonist	PI5P4K alpha inh
25	O=c1onc(-c2c(F)cccc2F)n1-c1ccccc1Cl	3%	5%	-6	-3.8	-18%	-2%	-5%	20	0
26	COc1ccc(CNC(=O)OCc2nccnc2C(=O)Nc2ccc(Br)cn2)cc1	-16%	12%	4	-2.6	-9%	-5%	5%	0	-1
27	C[C@@H]1CN([C@H](C)CO)C(=O)c2cc(NC(=O)Nc3ccc(F)cc3)ccc2O[C@@H](C)CCCCO[C@H]1CN(C)Cc1ccc(C(=O)O)cc1	-11%	20%	3	-3.3	2%	0%	2%	20	4
28	COc1cccc(-c2nc(CS(=O)CC(=O)NCc3ccc4c(c3)OCO4)c(C)o2)c1 (stereo not given)	-10%	-20%	-1	-1.7	-7%	6%	-1%	-14	-1
29	COc1cc2ccccc2cc1C(=O)Nc1ccccc1N1CCCC1	-1%	?	4	-4.6	14%	0%	10%	6	16
30	COCC1CCN(Cc2cn(C)nc2-c2cccc(Cl)c2)C1 (stereo not given)	-4%	-13%[7.66 µM]	2	-0.3	1%[7.66 µM]	-4%	11%	0	0
31	CC1(C(=O)NS(=O)(=O)c2ccc(Br)cc2)CCN1C(=O)CC1CCCCC1 (stereo not given)	5%	-8%	-8	0.8	1%	-8%	-5%	-29	-1
32	Cc1cccc(/C=C2\Sc3ccc(C(=O)N4CCC(C)CC4)cc3N(C)C2=O)c1	-5%	?	-12	-6.4	0%	-3%	11%	-24	4
33	COc1cccc(NC(=O)[C@@H]2CCCN2S(=O)(=O)c2cccc3cccnc23)c1	-16%	5%	-5	-0.4	8%	3%	4%	0	3
34	Cc1ccc(Nc2c3c(nc4ncnn24)CCC3)cc1	-3%	30%[activator]	12	-3.6	5%	-4%	9%	18	/
35	Cc1nc2nc(SCc3nc4ccccc4[nH]3)[nH]c2cc1Br	-12%	39%[activator]	-7	-0.4	30%[activator]	-5%	11%	-1	6
36	O=C(CSC1=NCCS1)NC1CCCC1	-4%	4%	-1	-0.7	-8%	5%	2%	-11	11
37	CC1=C(C)C(O)N(Cc2ccccc2)C1=O (stereo not given)	-2%	16%	-2	0.0	3%	9%	-3%	44	-7
38	CN(C)c1ccc(C(=O)NCC(c2cccs2)N2CCOCC2)cc1[N+](=O)[O-] (stereo not given)	-3%	24%	-3	-1.2	0%	8%	16%	0	-2
39	CN(C)CC(O)COC(c1ccccc1)c1ccccc1 (stereo not given)	-15%	?	-7	-0.2	-7%	2%	2%	-16	0
40	Cc1ccc(C(C(=O)NC(C)(C)C)N(Cc2cccnc2)C(=O)C(=O)NC2CCCCC2)o1 (stereo not given)	-13%	8%	-5	-0.6	7%	?	8%	-10	-1
41	Cc1nnc(SCc2nc3ccccc3s2)n1-c1ccccc1	-15%	11%	-7	0.6	3%	-6%	6%	-14	/
42	O=C(NC1CCCC1)C(c1ccccc1)N(C(=O)c1ccno1)c1cccnc1 (stereo not given)	-5%	0%	1	0.5	-3%	1%	0%	15	15
43	CCC(=O)N(CCc1ccccc1)Cc1cc2ccc(OC)cc2[nH]c1=O	-8%	-6%	-3	0.4	-11%	-2%	-3%	-5	2
44	COC(=O)c1ccccc1S(=O)(=O)N1CCC(C(=O)NC2CCCCC2)CC1	-7%	-3%	0	-0.1	5%	6%	9%	14	-1
45	O=C(N/N=C/c1ccc([N+](=O)[O-])s1)c1ccncc1	-13%	?	-5	-3.0	?	-7%	2%	-22	1
46	O=C(Nc1ccc(O)cc1)c1c(O)c2c([nH]c1=O)CCCC2	-10%	47%[activator]	-4	-1.0	-12%	-4%	23%	14	-21
47	c1ccc(CSc2nc3ncccn3n2)cc1	0%	16%	-7	0.6	-5%	-3%	4%	1	-3
48	CN(C)c1ccc(NC(=O)CCN2CCN(c3ccccn3)CC2)cc1	3%	-12%	95*	0.6	-31%	1%	4%	-4	-3
49	O=C(COC(=O)CCc1nc2ccccc2s1)NC(=O)NCc1ccco1	-16%	0%	-4	1.6	-4%	-1%	6%	6	-3
50	Cc1ccc(NS(=O)(=O)c2ccc(CCC(=O)NCc3ccccn3)cc2)cc1	-9%	0%	5	0.4	1%	3%	7%	1	2
51	COc1ccccc1CCc1nnc(CCC(=O)NCC(C)Oc2cccnc2)o1 (stereo not given)	-14%	2%	-9	0.1	7%	4%	-3%	-12	-2
52	COCCSc1nnc(-c2cnccn2)o1	-7%	10%	1	3.5	-11%	5%	2%	10	2
53	O=C(OCCN1CCN(C2=NS(=O)(=O)c3ccccc32)CC1)c1ccccc1F	1%	4%	-2	-4.0	-1%	4%	-4%	-2	-6
